Screening data from PubChem BioAssay.
FAK blocker: inhibitors of human focal adhesion kinase; Q05397; AID 727; 0.84% of 97,000 active; biochemical FAK kinase activity assay; inhibition, %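 (tested at 7 µM)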; in the data active = inhibition above about 19%;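 note: 0% = DMSO and 100% = reference compound high control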
Mac1 fbg inh: blocks human CD11b/CD18 adhesion to fibrinogen | 0.54% of 93,000 active | inhibition, % at 10 µM | P05107+P11215 | K562 CD11b/CD18 adhesion to fibrinogen, ATPlite luminescence; Mn2+ added to activate the integrin;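 active = primary inhibition of 50% or more at 10 µM, then 40% or more on retest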; note: some results filed as inactive read as strong as hits
Plk1 PBD FP: Plk1 (human) PBD binding inhibition | P53350 | inhibition, %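 (tested at about 20 µM)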 | 0.13% of 97,000 active | AID 693 | Plk1 PBD phosphopeptide binding, fluorescence polarization; in the data active = inhibition above about 34%, passing the limit was not always enough
Target sequence (P53350 whole entry, looked up): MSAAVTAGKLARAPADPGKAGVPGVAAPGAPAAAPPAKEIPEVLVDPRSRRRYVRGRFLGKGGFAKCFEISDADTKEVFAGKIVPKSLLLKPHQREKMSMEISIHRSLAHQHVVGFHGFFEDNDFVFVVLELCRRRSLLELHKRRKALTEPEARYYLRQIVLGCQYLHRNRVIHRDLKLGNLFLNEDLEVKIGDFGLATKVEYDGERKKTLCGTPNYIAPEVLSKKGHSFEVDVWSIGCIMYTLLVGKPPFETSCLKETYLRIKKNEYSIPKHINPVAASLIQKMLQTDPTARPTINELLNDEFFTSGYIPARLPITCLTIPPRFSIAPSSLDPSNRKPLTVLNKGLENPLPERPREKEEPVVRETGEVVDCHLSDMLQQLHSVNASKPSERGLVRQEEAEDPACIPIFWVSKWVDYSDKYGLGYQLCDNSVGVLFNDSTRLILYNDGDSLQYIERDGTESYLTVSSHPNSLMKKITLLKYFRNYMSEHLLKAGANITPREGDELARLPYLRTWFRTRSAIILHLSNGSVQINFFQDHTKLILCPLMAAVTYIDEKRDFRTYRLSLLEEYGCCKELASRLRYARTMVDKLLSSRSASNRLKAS
ERa coact pot: ER-alpha (human) coactivator binding potentiation. TR-FRET ERalpha-LBD/SRC-Cy5 coactivator binding, 2 h; 100 = basal binding, no effect. coactivator binding (% of control), % at 25.6 µM. 1.3% of 86,000 active. AID 639; in the data active = activity above about 200%;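 note: binding measured in presence of low estradiol as agonist stimulus; 0% = peptide alone without receptor and 100% = receptor with peptide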
PLK1 inh: blocks human PLK1 kinase activity; inhibition, % at 10 µM; 0.53% of 97,000 active; recombinant PLK1 kinase, TR-FRET peptide phosphorylation; AID 619; P53350;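 active = inhibition of 50% or more in the single-concentration screen; inactive = inhibition below 50%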;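 note: 0% = DMSO max control and 100% = H-89 dihydrochloride min control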
ERa coact inh: blocks coactivator binding to human estrogen receptor alpha. 1.7% of 86,000 active. inhibition, % at 25.6 µM. TR-FRET ER-alpha LBD / SRC-1 peptide, estradiol-bound. AID 629. P03372; in the data active = inhibition above about 50%;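 note: 0% = receptor plus peptide control and 100% = peptide only without receptor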
ERb SRC1 inh: blocks coactivator binding to human estrogen receptor beta; 1.3% of 86,000 active; AID 633; inhibition, % at 25.6 µM; Q92731; TR-FRET ER-beta LBD / SRC1-Cy5 peptide binding; receptor agonist-loaded with 1 µM estradiol;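 active = compounds whose percent inhibition of the receptor-coactivator binding signal exceeds about 50% in the single-dose screen, limit read from the data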;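 note: 0% = receptor plus peptide wells without compound and 100% = peptide-only wells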
HIV Rev-RRE inh: disrupts HIV-1 Rev binding to RRE RNA; P05866; Rev peptide-RRE RNA binding, FRET; inhibition, % at 8 µM; 0.79% of 97,000 active; AID 704;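 active = inhibition above the screen-wide mean plus 3 SD, cut at about 35% in these data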;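 note: 0% = median DMSO wells and 100% = median Neomycin B control wells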
Target sequence (P05866 whole entry, looked up): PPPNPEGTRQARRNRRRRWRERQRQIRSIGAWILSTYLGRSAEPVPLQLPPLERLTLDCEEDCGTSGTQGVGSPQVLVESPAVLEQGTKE
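Test system: Cy5-tagged RRE RNA duplex with fluorescein-tagged Rev peptide; Probe or stimulus: labelled Rev peptide; Schedule: 5 min preincubation and 15 min binding, 25 °C; Signal: FRET fluorescence readout; Evaluation: % inhibition from 671/540 nm acceptor-to-donor ratio, scaled between controls; Control set: DMSO and neomycin B.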
CD11b adhes enh: enhancers of human CD11b/CD18 binding to fibrinogen. P05107+P11215. K562 CD11b/CD18 adhesion to fibrinogen, ATPlite luminescence. activation, % at 10 µM. 0.07% of 93,000 active;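 active = 10 µM primary screen giving 50% or more activity, confirmed by 40% or more on retest at that dose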; note: strong numbers were not always called active
* = called active by the depositor; · = no result given; [ ] = another dose, or the depositor's remark. No enrichment for hits; overall some 4.7% were active at least once.

SMILES	FAK blocker	Mac1 fbg inh	Plk1 PBD FP	ERa coact pot	PLK1 inh	ERa coact inh	ERb SRC1 inh	HIV Rev-RRE inh	CD11b adhes enh
CCOC(=O)C1CCN(C(=O)COc2cc(C)c(Br)cc2C)CC1	3	44	-16	111	-16	-22	-23[fluorescence artefact?]	7	-3
COC(=O)CSc1ccccc1C(=O)OC	0	-8	12	107	-16	-32	12	9	1
COCCCn1c(SCC(=O)Nc2ccc(NC(=O)c3ccco3)c(OC)c2)nc2ccccc2c1=O	6	·	-22	213*[fluorescence artefact?]	-12	44[fluorescence artefact?]	46	-5	·
CCOc1cc(NC(=O)C2CCCO2)c(OCC)cc1NC(=O)C1CC1 (stereo not drawn)	-2	6	-19	101	-6	6[fluorescence artefact?]	5[fluorescence artefact?]	6	-2
CCN(CC)C(=O)Nc1ccc(C(=O)OC)cc1	3	1	0	103	-6	9	9	7	4
COCCN1C(=O)C(=O)/C(=C(/O)c2cccc(OC)c2)C1c1ccc(C)o1 (stereo not drawn)	-3	2	3	112	-10	2	-2	5	5
Cc1cc(C)nc(SCCS(=O)(=O)Cc2ccc(Cl)cc2)n1	1	·	-28	95	5	-11	-2	6	·
O=C(NCc1ccccc1)c1sc(=S)n2c1[nH]c(=O)c1ccccc12	-10	103*	21	85[fluorescence artefact?]	-12	-1[fluorescence artefact?]	13[fluorescence artefact?]	0	-7
O=C(c1ccco1)N1CCN(Cc2nnnn2CCc2ccccc2)CC1	1	-6	4	109	-5	6[fluorescence artefact?]	1[fluorescence artefact?]	4	4
Cc1cc(C)cc(NC(=O)C2CCCN(c3nccc(C)n3)C2)c1 (stereo not drawn)	6	5	3	92	0	10	-2	3	-4
Cc1ccc(C)c(N2CCN(C(=O)Cc3cn(C)c4ccccc34)CC2)c1	-2	-4	-20	78	-11	3	-2	8	-2
CC(=O)/C=C(\C)Nc1ccc(-c2cnc(-c3ccccc3)o2)cc1	8	35	-33	85	-17	8	17[fluorescence artefact?]	4	1
CCC(Sc1nc2ccccc2c(=O)[nH]1)C(=O)O (stereo not drawn)	-2	-15	1	102	-5	8	2[fluorescence artefact?]	5	-3
CCCC(=O)Nc1nnc(CCN2CCCCC2)s1	-8	·	16	71	-4	13	-3[fluorescence artefact?]	4	·
Cc1cc(S(=O)(=O)N2CCN(c3ccccc3C)CC2)ccc1F	1	14	2	103	-21	-32[fluorescence artefact?]	-17[fluorescence artefact?]	14	-3
Cc1cccc(NC(=O)c2sc3nc(-c4ccc(F)cc4)cn3c2C)n1	-76	19	-26	839*[fluorescence artefact?]	-24	-10[fluorescence artefact?]	-15[fluorescence artefact?]	24	0
COC(=O)c1ccccc1NC(=O)CN(c1ccc(OC)cc1)S(C)(=O)=O	0	·	-14	102	-9	-6	0[fluorescence artefact?]	2	·
COc1ccc(-n2c(SCC(=O)NCc3cccs3)nnc2-c2ccoc2C)cc1	3	-7	-14	112	-5	-28	0	6	-1
CC(=O)c1c(C(C)=O)c(C)n(Cc2ccc(Cl)cc2)c1C	-3	15	-1	111	-43	-2	14	8	3
CCc1ccc(OCC(=O)NC(=S)Nc2ccc(S(=O)(=O)NC3CCCCC3)cc2)cc1	1	34	-16	·	-3	·	·	4	0
CCn1nc(C(=O)NCCc2ccc(S(N)(=O)=O)cc2)c2ccccc2c1=O	·	-7	·	121	·	-6	4	·	1
CCCCC(CC)Cn1c2nc3ccccc3nc2c2c(=N)oc(C)nc21 (stereo not drawn)	3	4	-14	267*[fluorescence artefact?]	-11	21[fluorescence artefact?]	44[fluorescence artefact?]	37*	12
Cc1cc2c(c(=O)o1)C(C(C)C)C(C#N)=C(N)O2 (stereo not drawn)	4	-16	6	89[fluorescence artefact?]	-11	6[fluorescence artefact?]	0	5	-3
Cc1cc(NC(=O)CSc2cn(CCNC(=O)c3ccc(F)cc3)c3ccccc23)no1	-2	5	-18	117	-12	-11	-3[fluorescence artefact?]	0	0
c1ccc(Oc2nc(N3CCOCC3)nc(N3CCOCC3)n2)cc1	-1	-6	-12	87	-9	-9	-12	8	-4
O=C(c1ccc2nc(-c3ccco3)c(-c3ccco3)nc2c1)N1CCN(c2ccccc2)CC1	9	-2	-34	73[fluorescence artefact?]	5	44[fluorescence artefact?]	47[fluorescence artefact?]	-3	70
O=C(NC(C(=O)N/N=C/c1ccccc1)c1n[nH]c(=O)c2ccccc12)c1ccccc1 (stereo not drawn)	2	13	-15	93	-16	6	-1	4	-1
O=C(c1ccccc1)n1ccc2ccccc21	·	7	·	106	·	3[fluorescence artefact?]	-10[fluorescence artefact?]	·	1
Cc1c(NS(=O)(=O)c2ccc3c(c2)CCN3C(=O)C2CC2)c(=O)n(-c2ccccc2)n1C	-2	·	3	109	-4	-5	-10	6	·
COCCn1c(SCC(=O)c2cccc(OC)c2)nnc1-c1ccco1	·	-11	·	77[fluorescence artefact?]	·	10[fluorescence artefact?]	3	·	-3
CC(=O)N1CCN(C(=S)c2ccc(-c3ccc(Cl)cc3)o2)CC1	6	-4	19	·	-6	·	·	4	-6
Oc1ccccc1OCc1nc2ccccc2s1	-4	-13	-16	93	-14	0[fluorescence artefact?]	0[fluorescence artefact?]	-2	-1
O=C(NCC(=O)N(Cc1ccccc1)C(C(=O)NC1CCCC1)c1cccnc1)c1ccco1 (stereo not drawn)	0	·	4	124[fluorescence artefact?]	-8	-11	-9	-1	·
CCCCn1cnc2cc(NCc3ccncc3)ccc21	-1	-50	7	110[fluorescence artefact?]	1	-39	-18	6	0
CCOC(=O)c1ccccc1NS(=O)(=O)c1ccccc1	0	-4	-4	90	-4	4	0[fluorescence artefact?]	7	6
Cc1onc(-c2c(F)cccc2Cl)c1C(=O)Nc1cccc2nsnc12	0	-10	-23	142	2	8	4	6	6
COc1ccc(C=C(C(C)=O)C(C)=O)cc1OC	1	·	0	99	-10	6	-1	11	·
O=c1[nH]nc(Cc2ccccc2)c2ccccc12	0	-3	-15	107	11	3	-8	11	-4
CCN1CCN(c2ncnc3c2oc2nc(C)c4c(c23)CC(C)(C)OC4)CC1	0	·	-10	96	-12	-6	-2	0	·
COC(c1ccccc1)c1c(-c2ccccc2)nn(C)c1Cl (stereo not drawn)	-2	-5	0	·	-10	·	·	9	2

One compound at a time, as listed above:
Cc1c(NS(=O)(=O)c2ccc3c(c2)CCN3C(=O)C2CC2)c(=O)n(-c2ccccc2)n1C as listed: FAK blocker: -2; Mac1 fbg inh: ·; Plk1 PBD FP: 3; ERa coact pot: 109; PLK1 inh: -4; ERa coact inh: -5; ERb SRC1 inh: -10; HIV Rev-RRE inh: 6; CD11b adhes enh: ·
c1ccc(Oc2nc(N3CCOCC3)nc(N3CCOCC3)n2)cc1 as listed: FAK blocker: -1; Mac1 fbg inh: -6; Plk1 PBD FP: -12; ERa coact pot: 87; PLK1 inh: -9; ERa coact inh: -9; ERb SRC1 inh: -12; HIV Rev-RRE inh: 8; CD11b adhes enh: -4
O=C(c1ccc2nc(-c3ccco3)c(-c3ccco3)nc2c1)N1CCN(c2ccccc2)CC1 as listed: FAK blocker: 9; Mac1 fbg inh: -2; Plk1 PBD FP: -34; ERa coact pot: 73[fluorescence artefact?]; PLK1 inh: 5; ERa coact inh: 44[fluorescence artefact?]; ERb SRC1 inh: 47[fluorescence artefact?]; HIV Rev-RRE inh: -3; CD11b adhes enh: 70

Remaining list, next part:
SMILES	FAK blocker	Mac1 fbg inh	Plk1 PBD FP	ERa coact pot	PLK1 inh	ERa coact inh	ERb SRC1 inh	HIV Rev-RRE inh	CD11b adhes enh
Cc1cc(NC(=O)COC(=O)C(Nc2ccc(C(F)(F)F)cc2Cl)C(C)C)no1 (stereo not drawn)	13	·	-1	97	-6	-4	5	22	·
Cn1c(=O)oc2cc(S(=O)(=O)N3CCCC(C(=O)Nc4ccc5c(c4)OCCO5)C3)ccc21 (stereo not drawn)	2	0	5	123	-20	-5	-7	2	-3
COc1ccc(N2C(=O)C3CCCN3C2c2ccccc2)cc1 (stereo not drawn)	0	-6	10	111	-7	-10	-10[fluorescence artefact?]	5	2
CCOC(=O)CCSc1nc(C)c2cc(C)ccc2n1	-3	15	-29	100	-10	-1	9	15	-2
CC1CCCN(C(=O)Nc2cccc(NC(=O)N3CCCC(C)C3C)c2)C1C (stereo not drawn)	-2	-5	-15	116	-16	2[fluorescence artefact?]	0[fluorescence artefact?]	5	9
CCCn1cc(NC(=O)c2cc(-c3ccccc3)on2)cn1	-2	6	-24	96	-4	5[fluorescence artefact?]	-1	10	-6
Cc1ccc(F)cc1NC(=O)C12CC3CC(C1)CC(n1cnc([N+](=O)[O-])n1)(C3)C2	-7	·	-22	·	-6	·	·	3	·
COC(=O)c1cn(-c2ccccc2)c(C)c1C(=O)OC	1	·	-3	114	-15	-10	2	1	·
COc1ccc(C)cc1C(=O)CCC(=O)Nc1ccccc1N1CCOCC1	0	-7	-14	137	0	-1	-5	6	1
O=C(CSc1nnc(-c2ccco2)o1)N1c2ccccc2CCc2ccccc21	1	11	7	92[fluorescence artefact?]	2	-8	16	8	6
CC1=CC(C)C2C(=O)N(CCC[N+](C)(C)C)C(=O)C2C1 (stereo not drawn)	2	-1	-9	116	-8	-14	-4	7	4
O=c1[nH]c(CSc2nnc(NCCCN3CCOCC3)s2)nc2cc(Cl)ccc12	2	-1	-30	93	1	-1	1	7	1
COc1cc(/C=C/c2ccc3cccc(OC)c3n2)c(OC(C)=O)c([N+](=O)[O-])c1	-3	8	10	90	-9	15	10[fluorescence artefact?]	-7	31
Cc1ccccc1C(=O)NNC(=O)c1ccoc1C	-8	·	-21	·	-8	·	·	0	·
CCCC(=O)Nc1nn(C)c2nc3c(C)cccc3cc12	-1	-3	-6	106	0	-9	5[fluorescence artefact?]	3	-2
Cc1ccc(SCc2cc(=O)[nH]c(N3CCCCC3)n2)cc1	-4	-5	-33	120	-20	-4	-8	2	-2
Cc1cc(NC(=O)CN2C(=O)NC(Cc3ccccc3)C2=O)no1 (stereo not drawn)	-3	3	2	98	-2	-7	13	4	1
CN(Cc1ccccc1)C(=O)CN1C(=O)C2C3C=CC(C3)C2C1=O (stereo not drawn)	-6	·	-15	116	0	-5	-8	6	·
O=C(/C=C/Nc1ccccc1Br)c1ccccn1	-4	82	7	74	10	2	8	4	-12
O=C(Nc1ccc(NC(=O)c2ccco2)cc1)c1ccc2c(c1)OCO2	1	1	9	·	-7	·	·	2	-1
CN(C)/C=N/c1c(C#N)cnn1-c1nc2ccccc2s1	·	3	·	149	·	-13[fluorescence artefact?]	12	·	-3
COc1ccc(Cn2c(=O)n(Cc3ccco3)c(=N)c3c4c(sc32)COC(C)(C)C4)cc1	·	3	·	108	·	-32[fluorescence artefact?]	5[fluorescence artefact?]	·	-2
O=S(=O)(NCCNS(=O)(=O)c1ccc(F)cc1)c1ccc(F)cc1	-1	-6	19	123	-11	5[fluorescence artefact?]	3[fluorescence artefact?]	-1	-5
CCOC(=O)N1CCN(c2c(NCCCN(CC)CC)c(=O)c2=O)CC1	0	9	37	97	-10	-1	-6	8	-7
COc1ccc(N(C(C)=O)S(=O)(=O)c2cc(OC)ccc2OC)cc1	8	-11	5	99	-10	-28	-27	1	-5
COc1ccnc(Nc2ccc(C)c(C)c2)c1C#N	4	-9	-10	·	-10	·	·	6	1
CC(=O)C1=C(C)NC(SCC(N)=O)=C(C#N)C1c1cccs1 (stereo not drawn)	-2	-5	-5	101[fluorescence artefact?]	-1	-11	-3	8	3
CCCCn1c(-c2csc3ccccc23)n[nH]c1=S	1	9	-6	·	-12	·	·	-4	2
